SENP6 inh: blocks the human protease SENP6; 330,000 tested, 1.8% active; Q9GZR1; Recombinant SENP6 catalytic domain, aminoluciferin luminescence; inhibition, % at 10 µM; AID 2599;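 active = inhibition above about 50% at the single tested dose, limit read from the data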;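 also: plate controls were DMSO wells with enzyme for no effect and DMSO wells lacking enzyme for full effect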
Target sequence (Q9GZR1 628-1112 limits assumed): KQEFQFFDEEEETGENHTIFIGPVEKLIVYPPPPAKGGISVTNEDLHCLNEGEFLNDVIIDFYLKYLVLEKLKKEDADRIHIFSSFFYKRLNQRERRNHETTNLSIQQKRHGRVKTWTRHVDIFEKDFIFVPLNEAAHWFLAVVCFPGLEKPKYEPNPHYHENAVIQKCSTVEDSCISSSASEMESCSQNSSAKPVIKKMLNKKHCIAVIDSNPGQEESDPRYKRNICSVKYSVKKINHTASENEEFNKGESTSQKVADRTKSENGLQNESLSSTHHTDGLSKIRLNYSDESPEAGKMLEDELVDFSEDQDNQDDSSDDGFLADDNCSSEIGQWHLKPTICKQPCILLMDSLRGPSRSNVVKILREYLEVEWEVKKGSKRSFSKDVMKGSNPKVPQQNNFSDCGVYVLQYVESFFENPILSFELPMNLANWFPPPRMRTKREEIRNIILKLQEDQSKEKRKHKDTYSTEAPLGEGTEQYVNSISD
SENP1 FRET inh: inhibitors of human SENP1 SUMO protease catalytic domain; inhibition, % at 10 µM; AID 624204; recombinant SENP1 catalytic domain, CyPet-SUMO1-YPet FRET cleavage; 360,000 tested, 0.21% active; Q9P0U3;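 active = inhibition at least 30% at 10 µM, raw YFP signal under a set limit, fluorescence ratio 0.5 to 1.5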;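 also: 0% = enzyme with DMSO and 100% = no enzyme wells; some results filed as inactive read as strong as hits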
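Compound: 10 µM single point, 0.5% DMSO; Test system: hSENP1 catalytic domain, recombinant; Timing: 50 min reaction at room temperature; Technique: FRET, CFP and YFP emission; Control set: no-enzyme wells low, DMSO-plus-enzyme wells high control.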
PfG6PD inh: PfG6PD (Plasmodium falciparum) enzyme inhibition; inhibition, % at 20 µM; PfGluPho enzyme, NADPH resazurin-diaphorase fluorescence; 350,000 tested, 0.78% active;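 active = inhibition reaching at least a set limit at 20 µM in the primary screen, cut at about 59% in these data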;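 also: 0% = DMSO wells with substrate and 100% = DMSO wells lacking glucose-6-phosphate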
ATG4B inh: blocks human ATG4B protease cleavage of LC3 substrate; Q9Y4P1; ATG4B cleavage of LC3-PLA2, NBD-HPC fluorescence, 1 h; 340,000 tested, 0.51% active; inhibition, % at 8.33 µM; in the data active = inhibition above about 40%
NR3A LBD binder: modulates the human NR3A ligand-binding domain; NR3A LBD differential scanning fluorimetry, Tm shift; 0% = protein alone, 100% = glycine-bound protein; Tm shift relative to glycine control, % at 25 µM; 340,000 tested, 2.5% active; AID 1259313;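 active = melting temperature shift of at least 10% of the positive control shift, at one fixed dose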
MPTP block: blocks calcium-induced mitochondrial swelling. isolated mouse mitochondria, Ca2+ swelling absorbance, 30 min. inhibition, % at 10 µM. 360,000 tested, 1.4% active. AID 602449;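 active = inhibition of 50% or more, scaled per plate between neutral and stimulator controls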;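 also: 0% = DMSO wells given calcium and 100% = 1 mM EGTA wells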
hIAP act: increases human intestinal alkaline phosphatase activity; 330,000 tested, 0.16% active; purified human IAP, CDP-Star luminescence, 30 min; stronger effect = higher value; 1 = vehicle-only enzyme, 0 = enzyme-free background; P09923; activation factor at 10 µM;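 active = activation factor of the enzyme at least 2-fold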; also: the source names both 10 and 20 µM as test concentration; values of inactives mirror those of a sister screen read the other way
Target sequence (P09923 whole entry, looked up): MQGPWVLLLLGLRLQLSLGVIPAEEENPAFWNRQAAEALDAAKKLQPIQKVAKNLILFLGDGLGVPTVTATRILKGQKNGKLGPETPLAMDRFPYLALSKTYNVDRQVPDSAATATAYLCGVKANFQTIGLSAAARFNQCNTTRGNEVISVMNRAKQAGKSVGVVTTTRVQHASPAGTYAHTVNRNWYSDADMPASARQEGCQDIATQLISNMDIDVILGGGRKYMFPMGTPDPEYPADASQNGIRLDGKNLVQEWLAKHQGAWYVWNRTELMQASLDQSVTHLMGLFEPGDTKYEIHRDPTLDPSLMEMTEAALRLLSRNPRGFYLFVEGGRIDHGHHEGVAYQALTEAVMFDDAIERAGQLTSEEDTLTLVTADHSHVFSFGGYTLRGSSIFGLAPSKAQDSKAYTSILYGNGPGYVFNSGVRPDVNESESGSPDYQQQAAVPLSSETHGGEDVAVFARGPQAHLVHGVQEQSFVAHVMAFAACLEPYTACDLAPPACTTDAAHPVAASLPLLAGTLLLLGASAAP
SENP8 inh: blocks human SENP8 cleavage of Nedd8 substrate; Q96LD8; inhibition, % at 20 µM; 360,000 tested, 0.64% active; recombinant SENP8, Nedd8 substrate fluorescence; in the data active = inhibition mostly above about 40%, no sharp cut-off; inactive = mostly below about 27%
* hit, by the source's call; x = not tested or not shown.

SMILES	SENP6 inh	SENP1 FRET inh	PfG6PD inh	ATG4B inh	NR3A LBD binder	MPTP block	hIAP act	SENP8 inh
CCCc1ccc(OCc2ccc(C(=O)Nc3cccc(C)n3)o2)c(OC)c1	4	0	4	4	0	0.7	0.86	8
O=C(NCc1ccc2c(c1)OCO2)c1cc2c(s1)CS(=O)(=O)C2	-8	-2	2	4	-20	-0.2	0.99	5
Cc1ccc(CNC(=O)CC(C)S(=O)(=O)c2ccc3c(c2)NC(=O)CO3)cc1 (configuration not stated)	19	0	3	3	-3	-1.1	0.88	15
CCC1=Nc2ccc(Br)cc2C(c2ccccc2)N1CC(=O)OC (configuration not stated)	-6	1	3	-7	-2	-0.9	0.96	29
Clc1ccsc1-c1csc(-c2cccnc2)n1	69*	1	8	9	2	1.6	1.2	-94
Cc1ccc(CNC(=O)CSCC(=O)O)cc1	-10	-1	1	-7	1	-2.3	0.95	20
CCn1c(C)c(C(=O)c2ccccc2)c(C#N)c1C(=O)O	-26	7	-2	-16	2	1.8	0.86	5
COC(=O)c1ccc(N2Cc3ccccc3/C2=N\C(=O)Nc2ccccc2)cc1	3	0	2	-12	-1	0.2	1	14
O=C1NC2(CCCCC2)OC12CCCCC2	x	2	14	1	0	-0.8	x	-4
O=C(C(c1ccccc1)c1ccccc1)N1CCN(Cc2ccncc2)CC1	-38	0	-15	-6	2	1.9	0.97	17

Two of these compounds, set out differently:
Structure,SENP6 inh,SENP1 FRET inh,PfG6PD inh,ATG4B inh,NR3A LBD binder,MPTP block,hIAP act,SENP8 inh
CCn1c(C)c(C(=O)c2ccccc2)c(C#N)c1C(=O)O,-26,7,-2,-16,2,1.8,0.86,5
COC(=O)c1ccc(N2Cc3ccccc3/C2=N\C(=O)Nc2ccccc2)cc1,3,0,2,-12,-1,0.2,1,14

The results go on.
SMILES	SENP6 inh	SENP1 FRET inh	PfG6PD inh	ATG4B inh	NR3A LBD binder	MPTP block	hIAP act	SENP8 inh
CC1CCC(NC(=O)C2c3ccccc3C(=O)N2CCCN2CCOCC2)CC1 (configuration not stated)	-4	-2	-2	-2	-1	0.0	0.95	1
CN(C)[C@@H]1CCC[C@H]1OC(=O)C(c1ccccc1)c1ccccc1	-29	-1	-2	-7	0	0.2	1.1	8
COc1ccccc1NC(=O)c1cc(S(=O)(=O)N2CCC3(CC2)OCCO3)ccc1F	0	-2	1	-6	0	-2.6	0.98	11
CN(CC1COc2ccccc2O1)C(=S)NC1CCCCC1 (configuration not stated)	-3	3	-3	15	-2	2.8	0.88	16
CCCC(=O)Nc1ccc2c(c1)nc1n2CCN(CCOC)C1	9	-28	-9	-4	-2	0.1	0.84	-261
Cc1ccc(Cl)cc1N1CCN(C(=O)Cc2cn(C)c3ccccc23)CC1	-13	-2	6	-12	-8	-0.3	0.9	6
CCN(CC)C(=O)CSc1nnc(COc2ccccc2)n1CC	-29	1	19	3	-1	-1.8	0.94	25
Cc1oc2cc(O)ccc2c(=O)c1Oc1ccccc1Br	-9	-5	1	-7	-10	4.0	1	-354
CC(=O)Nc1ccc(NC(=O)/C=C/c2ccc3c(c2)OCO3)cc1	-17	1	-1	-5	2	-0.4	1	12
CCc1nc2c(cnn2-c2ccc(Cl)cc2)c(=O)n1-c1ccc(OC)cc1	-14	-23	1	-23	-1	3.6	0.97	10
COc1ccccc1C(=O)Nc1ccc2c(c1)C(=O)NC2=O	-7	-1	8	-15	-2	0.8	0.97	-389
O=C1CCCCCCC1Sc1ccccc1[N+](=O)[O-] (configuration not stated)	4	1	16	8	-2	0.4	1.1	21
CC(C)C1C2=C(CC(C)(C)CC2=O)ON1c1ccccc1 (configuration not stated)	4	-5	-2	0	1	-0.3	0.99	-11
CCn1c(CSCc2ccc(C)cc2)nnc1SCC(=O)NCc1ccccc1	-10	2	-21	-4	0	0.2	1.2	17
O=c1c2ccccc2oc2c1oc1ccccc12	x	2	14	0	-3	0.3	x	9
CC12CCC(c3nnc(SCc4ccc(Cl)cc4)nc31)C2(C)C (configuration not stated)	-1	-4	4	-6	1	1.0	1	19
O=C(NCCc1ccccc1)C1CC(=O)N(C2CCCCC2)C1 (configuration not stated)	-8	2	8	-10	4	0.3	1.6	4
O=C(NC1CCCCC1)c1cc(-n2cnnc2)ccc1Cl	-1	0	2	3	0	-2.7	1.2	3
CC(=O)Nc1ccc(C2C(=O)c3ccccc3C2=O)cc1	-21	1	-2	-3	2	1.6	1.1	-1
COc1ccc([N+](=O)[O-])cc1/C=N/NC(=O)/C(=C\c1cccs1)NC(=O)c1ccccc1	-10	-1	99*	-7	-2	-0.2	0.98	8
O=C(Nc1nnc(SCCC2OCCO2)s1)C1CC(=O)N(c2ccc(F)cc2)C1 (configuration not stated)	5	0	21	4	-6	0.7	1.2	6
O=C(N/N=C/c1cc2ccccc2nc1Cl)/C(=C/c1cccs1)NC(=O)c1ccccc1	2	-3	3	-17	-3	0.7	1.1	-61
COC(=O)c1c(-c2ccc(Br)cc2)csc1NC(=O)Cc1ccc(OC)c(OC)c1	-17	-4	22	-1	-2	3.0	1.1	5
C=CCN1C(=O)CN=C1Nc1cccc(C)c1	-2	-2	17	-12	1	2.8	0.8	15
COC(=O)c1nc(NNC(=O)c2ccccc2)sc1-c1ccccc1	-6	1	29	-6	1	-0.2	1.5	-4
CC(=O)Nc1ccc(S(=O)(=O)N2CCC(NC(=O)c3ccco3)CC2)cc1	-20	2	7	-10	-1	0.0	1.2	-1
Cn1nc(C(C)(C)C)c(NC(=O)c2sccc2Cl)c1C(C)(C)C	-14	-1	-10	9	-1	1.1	1	18
COCCNC(=O)CSc1nc2c(n1-c1ccccc1)CCCC2	1	-2	-11	2	0	2.0	0.96	24
COc1ccccc1NC(=O)Nc1nc(CC(=O)Nc2ccc(F)cc2)cs1	2	2	-3	-15	33*	3.0	1.1	15
COc1ccc(/C=N/NC(=O)Nc2nonc2N)cc1	-14	0	-31	12	0	-0.5	0.92	31

Entries shown so far with a nitro group on carbon (two):
SMILES	SENP6 inh	SENP1 FRET inh	PfG6PD inh	ATG4B inh	NR3A LBD binder	MPTP block	hIAP act	SENP8 inh
O=C1CCCCCCC1Sc1ccccc1[N+](=O)[O-] (configuration not stated)	4	1	16	8	-2	0.4	1.1	21
COc1ccc([N+](=O)[O-])cc1/C=N/NC(=O)/C(=C\c1cccs1)NC(=O)c1ccccc1	-10	-1	99*	-7	-2	-0.2	0.98	8

Next section
SMILES	SENP6 inh	SENP1 FRET inh	PfG6PD inh	ATG4B inh	NR3A LBD binder	MPTP block	hIAP act	SENP8 inh
CC(CNC(=O)CCc1nnc2ccc(N3CCC4(CC3)OCCO4)nn12)c1ccccc1 (configuration not stated)	-1	-1	-3	-2	-2	0.0	0.97	-8
Nc1cc(S(=O)(=O)Nc2ccccc2Cl)ccc1N1CCCCC1	2	1	67*	-13	-4	45	1	21
Cc1cc(/C=N/O)c(C)n1-c1ccc(Br)cc1	2	-12	10	-6	-3	1.5	1.6	-14
COc1ccc(NC(=O)CN(c2ccc(C(C)C)cc2)S(=O)(=O)c2c(C)noc2C)cc1OC	-15	-5	-9	-7	-5	-0.5	0.96	7
COCCOC(=O)CC1=NC(=O)CS1	-15	2	-14	-2	0	0.7	0.89	16
CCN1CCN(Cc2c(C)[nH]c3ccc(C(=O)OC)cc3c2=O)CC1	0	-1	-9	0	-2	-1.7	0.98	-34
Cc1c(NC(=O)/C(C#N)=C/c2cccs2)c(=O)n(-c2ccccc2)n1C	-4	0	6	-14	-2	0.6	0.84	14
O=C(COc1cccc(Cl)c1)Nc1ccccc1N1CCCCC1	-4	-4	13	4	4	1.4	0.88	-31
COc1cc(C(=O)Nc2nc(N)n(-c3ccccc3)n2)cc(OC)c1OC	4	1	7	-7	4	-1.4	1.1	20
COc1ccc(N(CC(=O)N2CCC(Cc3ccccc3)CC2)S(C)(=O)=O)cc1	-22	-3	-7	-5	-1	-0.4	1	0

The list goes on, starting with the last 2 of the part before.
SMILES	SENP6 inh	SENP1 FRET inh	PfG6PD inh	ATG4B inh	NR3A LBD binder	MPTP block	hIAP act	SENP8 inh
COc1cc(C(=O)Nc2nc(N)n(-c3ccccc3)n2)cc(OC)c1OC	4	1	7	-7	4	-1.4	1.1	20
COc1ccc(N(CC(=O)N2CCC(Cc3ccccc3)CC2)S(C)(=O)=O)cc1	-22	-3	-7	-5	-1	-0.4	1	0
Cc1ccn2c(CNCC3OCCc4ccccc43)c(C(=O)N3CCCCCC3)nc2c1 (configuration not stated)	-12	-2	0	-6	0	0.7	0.75	-29
CCOC(=O)C1=C(C)NC(C)=C(C(=O)OCC)C1C	-8	2	-5	1	2	1.1	0.95	-330
CCc1ccc(OC)c(S(=O)(=O)N2CCN(C(=O)c3ccco3)CC2)c1	-11	-1	2	4	-2	-0.1	0.96	13
Nc1cc(S(=O)(=O)Nc2ccccc2Cl)ccc1N1CCOCC1	1	1	8	12	0	28	0.9	10
Cc1ccccc1Cn1ccc(-c2ccc(Cl)cc2)c(C#N)c1=O	-26	2	-28	-3	-2	4.0	0.99	-231
CCCOC(=O)c1cc2ccccc2oc1=O	-8	0	-9	-2	-1	-0.9	1.2	-71
COC(=O)/C(=C\Nc1ccccc1N)c1ncc(C(F)(F)F)cc1Cl	12	-4	5	0	0	3.2	0.91	-94
CCN1CCN(CCCNC(=O)CCCn2nc(C)c3sc4ccccc4c3c2=O)CC1	12	-1	1	5	0	-1.2	1	-12
CCOC(=O)C1CCN(CCCSc2ccc(C)cc2)CC1	x	2	4	-3	1	-1.7	x	22
O=C(CN1CCOCC1)Nc1nc2ccc(F)cc2s1	3	-7	-9	0	-1	3.3	0.93	7
CSc1ccc(/C=N/NC(=O)CN2CCN(Cc3ccc(Cl)cc3)CC2)cc1	1	3	9	-16	-1	0.1	1	-11
Cc1c(C(=O)N2CC(C)OC(C)C2)sc2nc(-c3ccc(F)cc3)cn12 (configuration not stated)	9	3	7	-7	-1	-1.2	1.1	15
CSc1sc(C(=O)NCC2CC2)cc1S(=O)(=O)C(C)C	2	-1	10	-1	-1	1.3	0.86	-1
CCn1c(N2CCN(CC(=O)c3c[nH]c4ccccc34)CC2)nc2c1c(=O)[nH]c(=O)n2C	-17	-4	4	-18	0	-2.3	0.93	-16
COc1ccc(C)cc1NC(=O)CCNC(=O)Cn1cnc2ccccc2c1=O	-2	1	-12	1	1	0.8	0.9	10
CCc1c(C)sc(NC(=O)c2cccs2)c1C#N	-2	-5	7	2	-6	3.4	1.1	-94
O=C(COc1ccccc1[N+](=O)[O-])N(C1CCCCC1)C1CCS(=O)(=O)C1 (configuration not stated)	-3	0	-5	6	1	-1.7	1	13
CC1(C)Nc2cccc3cccc(c23)N1	x	-71	43	-4	1	-1.0	x	-461
O=C1c2cccc3cccc(c23)C(=O)N1Cc1cccnc1	-16	2	-11	1	0	2.8	1	-258
N#Cc1c(N2CCOCC2)nc(N2CCCCC2)c2c1CCN(C1CCCCC1)C2	3	x	5	26	-1	x	0.93	x
CCOc1ccc(S(=O)(=O)Nc2ccc(OC)nc2)cc1	-15	-2	-11	-5	-5	-0.1	0.93	11
Cn1nnnc1SCC(=O)N1CCN(C(c2ccccc2)c2ccccc2)CC1	-10	-5	13	-12	11*	-4.3	0.99	20
Cn1c(=O)[nH]c(=O)c2c1nc(CN1CCN(Cc3ccccc3)CC1)n2CC(N)=O	2	-1	2	-1	-1	-2.6	0.92	10
CC(=O)c1ccc(NC(=O)CSc2nnc(C3CC3)n2C)cc1	-16	0	-24	3	-1	-1.6	1	11
O=S(=O)(c1ccc2c(c1)C(=NO)c1cc(S(=O)(=O)N3CCCCC3)ccc1-2)N1CCCCC1	-18	0	-3	-15	2	18	1.1	-271
Cc1nc(N2CCN(S(=O)(=O)c3ccccc3)CC2)c2cc(-c3ccccc3)sc2n1	-4	1	3	-3	-2	-7.7	1	-380
COc1cc(C(=O)Nc2cc3c4c(c2)CC(=O)N4CCC3)cc(OC)c1OC	4	-1	10	-3	2	-1.4	0.9	-5
CCc1c(C)sc(NC(=O)OC)c1C(=O)N1CCCCC1	17	13	26	-4	-1	-0.8	0.91	7
COC(=O)N/N=C/c1ccc(OS(=O)(=O)c2ccc(C)cc2)c(OC)c1	-21	3	12	1	0	1.7	0.93	12
COc1ccc(-c2[nH]ncc2CN2CCN(c3ccc(F)cc3)CC2)cc1	-20	1	1	3	-1	-0.2	1.3	26

High-throughput results from PubChem.
